Compound activity: PubChem, Johns Hopkins Ion Channel Center
KCNQ2 inh – KCNQ2 potassium channel inhibitors, primary screen, cell-based, CHO-K1, FluxOR thallium flux, B-score (AID 2156) | 20 min; hits give low values | O88943 | B-score at 10 µM | actives 1.1% (n = 310,000);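 active = fluorescence ratio B-score at most minus 3 library SDs, with starting brightness B-score within 2 library SDs, cut at about -5.5 in these data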
CHT block – human CHT choline transport inhibition; actives 0.86% (n = 310,000); AID 488975; CHT-expressing cells, membrane potential dye, choline response; hits give low values; Q9GZV3; B-score at 10 µM;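 active = B-score over 3 SD under the library average, and starting fluorescence ratio not unusually high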;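 note: choline stimulus applied at its EC90 after an EC20 pre-addition; B-score computed on integrated fluorescence ratio after choline addition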
Target sequence (Q9GZV3 whole entry, looked up): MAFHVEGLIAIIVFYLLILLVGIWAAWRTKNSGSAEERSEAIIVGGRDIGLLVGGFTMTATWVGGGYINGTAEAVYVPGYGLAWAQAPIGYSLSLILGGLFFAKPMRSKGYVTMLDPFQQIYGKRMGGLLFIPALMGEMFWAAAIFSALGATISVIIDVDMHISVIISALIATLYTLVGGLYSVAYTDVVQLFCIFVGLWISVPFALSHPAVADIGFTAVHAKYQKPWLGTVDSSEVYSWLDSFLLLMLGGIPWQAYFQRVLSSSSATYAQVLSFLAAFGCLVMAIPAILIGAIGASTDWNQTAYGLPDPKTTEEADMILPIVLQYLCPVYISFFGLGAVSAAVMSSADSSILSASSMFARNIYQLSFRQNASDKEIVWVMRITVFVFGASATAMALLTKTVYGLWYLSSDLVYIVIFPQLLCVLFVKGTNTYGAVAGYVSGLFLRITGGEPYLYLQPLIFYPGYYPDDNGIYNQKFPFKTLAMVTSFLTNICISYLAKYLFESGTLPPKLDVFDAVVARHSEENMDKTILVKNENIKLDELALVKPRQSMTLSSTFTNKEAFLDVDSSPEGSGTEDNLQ
Kir21 block – inhibitors of mouse Kir2.1 inward-rectifier potassium channel; actives 0.85% (n = 310,000); HEK293-Kir2.1, FluxOR thallium flux fluorescence; hits give low values; P35561; B-score at 10 µM;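 active = fluorescence ratio B-score at or below minus 3 SD of library scores, with starting-brightness B-score within 2 SD, cut at about -4.2 in these data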;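 note: channel flux triggered by added potassium and thallium sulfate stimulus; B-score of peak minus minimum fluorescence over baseline after thallium stimulus; more negative B-score means stronger Kir2.1 block with less thallium influx; some compounds called inactive have numbers as strong as hits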
Target sequence (P35561 whole entry, looked up): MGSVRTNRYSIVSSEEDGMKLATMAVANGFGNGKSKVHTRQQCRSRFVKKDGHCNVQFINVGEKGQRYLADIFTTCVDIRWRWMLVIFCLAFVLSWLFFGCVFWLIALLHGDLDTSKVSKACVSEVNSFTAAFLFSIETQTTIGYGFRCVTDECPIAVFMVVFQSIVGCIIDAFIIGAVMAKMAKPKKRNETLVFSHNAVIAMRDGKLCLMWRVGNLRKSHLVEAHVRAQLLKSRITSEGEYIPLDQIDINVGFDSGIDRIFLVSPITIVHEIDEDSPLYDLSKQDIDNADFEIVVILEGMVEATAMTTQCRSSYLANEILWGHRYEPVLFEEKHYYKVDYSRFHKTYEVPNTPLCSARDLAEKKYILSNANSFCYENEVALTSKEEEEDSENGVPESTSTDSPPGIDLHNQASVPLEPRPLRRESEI
The depositor's hits bear a star; i = inactive; nt = no result given; & = joins results of further samples.

SMILES | KCNQ2 inh | CHT block | Kir21 block
COc1ccc([N+](=O)[O-])cc1NCc1ccccc1C | i | i | -0.7
CC(C)(C)OC(=O)NC1CCN(S(=O)(=O)c2ccc3c(c2)OCCO3)CC1 | i | i | 0.42
COc1ccc(/C=C/C(=O)N(C)c2ccccc2C(=O)O)cc1 | i | i | 1.38
CS(=O)(=O)N(CC(=O)NCc1ccc(Cl)cc1)C1CCCCC1 | i | i | -2.49
CSc1nsc(SCC(=O)Nc2ccc(NC(C)=O)cc2)n1 | i | i | 0.82
Cc1ccc2nc(SCC(=O)NCc3ccco3)[nH]c2c1 | i | i | -0.44
O=C(Nc1ccc(Cl)cc1N1CCOCC1)C1CC1 | i | i | -0.48
O=C(N/N=C/c1ccncc1)NC1CCCCC1 | i | i | -0.19
COc1ccc2nc(NC(=O)CSc3nnc(C)n3N)sc2c1 | i | i | -0.29
O=C1CCCN1CC(O)CS(=O)(=O)Cc1ccc(Cl)cc1 (stereo not given) | i | i | -0.69
CCCCn1c(N)c(N(CC(C)C)C(=O)COC(=O)C2(c3ccccc3)CC2)c(=O)[nH]c1=O | i | i | 2.2
O=C(CCc1ccccc1F)N1CCN(c2ccc(C(F)(F)F)cn2)CC1 | i | i | 0.1
COC(=O)c1ccccc1NC(=O)C(C)c1ccc([N+](=O)[O-])cc1 (stereo not given) | i | i | 2.01
CCC(C(=O)Nc1cc(F)ccc1F)n1nc(C)c2c(C)n(-c3ccc(C)cc3)nc2c1=O (stereo not given) | i | i | 0.02
O=C(COC(=O)CNC(=O)c1cccs1)Nc1ccc(C(F)(F)F)cc1[N+](=O)[O-] | i | i | 1
CCCCCCCCCCCCCCCCn1cc[n+](C)c1 | i | i | -3.86&-15.3
Cc1ccc(C)c(OCCC(=O)NCCc2ccc(S(N)(=O)=O)cc2)c1 | i | i | -2.34
O=C(Nc1nc(-c2ccccn2)cs1)c1cc(Cl)ccc1[N+](=O)[O-] | i | i | -2.07
Cn1cc(C(=O)N2CCN(c3ccccc3)CC2)c(=O)c2cc(S(=O)(=O)N3CCCC3)ccc21 | i | i | 1.49
N#Cc1ccc(-c2ccc(OCC(O)CN3CCOCC3)cc2)cc1 (stereo not given) | i | i | 0.87
CCc1nn(CC(=O)N2CCN(c3ccc(F)cc3)CC2)c(=O)c2cc3occc3n12 | i | i | -1.02
Cc1ccc(S(=O)(=O)N2CCN(C(=O)c3cc4c(C)nn(-c5ccccc5C)c4s3)CC2)cc1 | i | i | 0
COc1ccc(N(C(=O)C2CCCCC2)S(=O)(=O)c2cccc3cccnc23)cc1 | i | i | -2.28
O=C1CN(C(=O)CN2CCOCC2)C(c2ccccc2)c2cc(Br)ccc2N1 (stereo not given) | i | i | 0.77
Cc1ccc(CNC(=O)C(C)OC(=O)c2cccs2)cc1 (stereo not given) | i | i | -1.04
O=C(C1=C[C@H](C2CCCCC2)C[C@H](OCCCCO)O1)N1CCN(Cc2ccccc2)CC1 | i | i | -0.06
Cc1cnc([N+](=O)[O-])n1CCOC(=O)NC(=O)c1ccccc1 | i | i | 2.49
O=C(NCc1ccco1)c1nc2c(nnn2Cc2ccccc2Cl)c(=O)[nH]1 | i | i | 1.83
COCn1cnc(-c2ccccc2)c1-c1ccccc1 | i | i | -1.15
CCOC(=O)C1=C(C)NC(=S)NC1c1ccc(OCC(=O)N2CCCCCC2)c(OC)c1 (stereo not given) | i | i | 0.27

The closing 7 entries of the section before come first, to join the parts:
SMILES | KCNQ2 inh | CHT block | Kir21 block
O=C1CN(C(=O)CN2CCOCC2)C(c2ccccc2)c2cc(Br)ccc2N1 (stereo not given) | i | i | 0.77
Cc1ccc(CNC(=O)C(C)OC(=O)c2cccs2)cc1 (stereo not given) | i | i | -1.04
O=C(C1=C[C@H](C2CCCCC2)C[C@H](OCCCCO)O1)N1CCN(Cc2ccccc2)CC1 | i | i | -0.06
Cc1cnc([N+](=O)[O-])n1CCOC(=O)NC(=O)c1ccccc1 | i | i | 2.49
O=C(NCc1ccco1)c1nc2c(nnn2Cc2ccccc2Cl)c(=O)[nH]1 | i | i | 1.83
COCn1cnc(-c2ccccc2)c1-c1ccccc1 | i | i | -1.15
CCOC(=O)C1=C(C)NC(=S)NC1c1ccc(OCC(=O)N2CCCCCC2)c(OC)c1 (stereo not given) | i | i | 0.27
CCOC(=O)CCC(=O)N1CCOCCOCCOCC1 | i | i | 0
O=C(c1ccccc1)n1c(=S)nc2ccccn21 | i | i | 0.68
O=C(Nc1nc2c(F)cc(F)cc2s1)C1CC1 | i | i | 0.93
CCCC(=O)N(CCN(Cc1ccccc1)C(=O)CCC)Cc1ccccc1 | i | i | -2.09
COC(=O)[C@H](Cc1ccccc1)NC(=O)N1CCN(c2ccccc2)CC1 | i | i | -0.54
Cc1ccsc1/C=C(\C#N)C(=O)NCc1cccnc1 | i | i | 0.27
CCCN(CC(=O)Nc1ccccc1C)C(=O)c1ccc(C)c(S(=O)(=O)N2CCCCC2)c1 | i | i | -1.08
Cc1ccc(Nc2cc(C)nc3ccc(C)cc23)cc1 | i | i | -6.74*
CC(C)n1c(N2CCN(CC(=O)Nc3ccc4c(c3)OCCO4)CC2)nc2ccccc21 | i | i | -0.98
Clc1ccc2[nH]cc(-c3nnnn3-c3ccc4ccccc4c3)c2c1 | i | i | 1.87
CCc1noc(C)c1C(=O)N1CCN(S(=O)(=O)c2ccc(C(C)=O)cc2)CC1 | i | i | 2.58
Cc1ccc(NC(=O)/C(=C\c2cccs2)NC(=O)c2ccccc2)cc1 | i | i | 0.25
O=C(c1cccc(S(=O)(=O)Nc2cccc(C(F)(F)F)c2)c1)N1CCCCC1 | i | i | -0.26
Cc1cc(=S)[nH]c(=S)[nH]1 | i | i | 0.77
CC(=O)c1c(C)[nH]c(-c2ccccc2)nc1=S | i | i | 1.25
O=C1/C(=C/c2cccc(F)c2)CSc2sccc21 | i | i | 0.49
Cc1cc(=O)oc2c3c(cc(OCC(=O)NCCCn4ccnc4)c12)OC(C)(C)CC3 | i | i | -2.57
COC(=O)c1c(C)[nH]c(C(=O)/C=C/c2ccc(C)cc2)c1C | i | i | 0.97
CN1N=C(C(=O)NC2CCCc3c2cnn3-c2ccc(F)cc2F)CCC1=O (stereo not given) | i | i | -0.05
CC(C)C(=O)Nc1nnc(SCC(=O)N2C(C)CCCC2C)s1 (stereo not given) | i | i | 1.8
Oc1ccc(-c2ccccc2)cc1CN1CCCCCC1 | i | i | -2.28
O=C(CN1C(=O)c2cccc3cccc(c23)C1=O)N1CCCCCC1 | i | i | 0.38
CC(C)Oc1ccc2c3c(c(=O)oc2c1)CCC3 | i | i | 1.7
O=C(N/N=C/c1ccoc1)c1cc(O)cc(O)c1 | i | i | 1.63
O=C(N/N=C/c1ccc(COc2ccc(Br)cc2)o1)c1ccc2c(c1)OCO2 | i | nt | -0.79
O=C1CCN(CCc2ccccc2)CCN1CCSc1ccccc1 | i | -5.01* | -0.68
COc1ccc(OC)c(NC(=O)C2C3CCC(C3=C(C)C)C2C(=O)O)c1 (stereo not given) | i | i | 0.8
O=C(Nc1ccccc1)c1ccc(-n2cnnn2)cc1 | i | i | 0.42
CC(=O)/C(=C\Nc1ccc(OCc2ccccc2)cc1)c1ccccc1 | i | i | -0.66
Cc1cccc(NC(=O)CSc2nncn2-c2ccccn2)c1 | i | i | 0.33
CCc1cc2c(=O)[nH]c(Cc3ccccc3)nc2s1 | i | i | 0.51
O=C(NCc1ccco1)c1nn2c(C(F)(F)F)cc(-c3cccs3)nc2c1Br | -6.76* | i | -2.82
COc1cccc(N2C(=O)c3cccnc3C2O)c1 (stereo not given) | i | i | 2.07
COc1nc(OC)nc(N2CCC(NC(=O)C(Cc3ccc(C(C)C)cc3)NC(C)=O)CC2)n1 (stereo not given) | i | i | 0.71
Cc1cc(/C=N/n2cnnc2)c(C)n1-c1ccc(OCc2ccc(Cl)cc2)cc1 | i | i | 1.25
[O-][N+]1=c2ccc(Nc3ccccc3)cc2=NC12CCCCC2 | i | i | 1.29
CCOC(=O)N1CCN(C(=O)C(C)N(c2ccc(Oc3ccccc3)cc2)S(C)(=O)=O)CC1 (stereo not given) | i | i | 1.29
COc1ccc(-c2cc(C(F)(F)F)n3nc(C(=O)N4CCCCC4)cc3n2)cc1 | i | i | 0.46
CCC(=O)OCCCCCCOc1ccc(C(=O)O)cc1 | i | i | 0.35
COc1ccc(NC2=CC(=O)CC(c3ccccc3)C2)cc1 (stereo not given) | i | i | 0.04

4 compounds already listed, sorted by the value under Kir21 block, descending:
compound	KCNQ2 inh	CHT block	Kir21 block
COc1cccc(N2C(=O)c3cccnc3C2O)c1 (stereo not given)	i	i	2.07
CCOC(=O)N1CCN(C(=O)C(C)N(c2ccc(Oc3ccccc3)cc2)S(C)(=O)=O)CC1 (stereo not given)	i	i	1.29
CCC(=O)OCCCCCCOc1ccc(C(=O)O)cc1	i	i	0.35
O=C(NCc1ccco1)c1nn2c(C(F)(F)F)cc(-c3cccs3)nc2c1Br	-6.76*	i	-2.82

Other structures follow.
SMILES | KCNQ2 inh | CHT block | Kir21 block
CCOc1ncccc1C(=O)OCC(=O)c1cc(OC)c(OC)c(OC)c1 | i | i | -1.13
Cc1ccccc1CCN(C(=O)c1csnn1)C(C(=O)NC1CCCC1)c1ccco1 (stereo not given) | i | i | -0.02
CNc1ccc(/C=C/C(=O)c2ccc3c(c2)OCCO3)cc1[N+](=O)[O-] | i | i | 0.22
CC(C)C[C@H](NC(=O)Nc1ccc2c(c1)OCCO2)C(=O)O | i | i | 0.54
O=C(CC(C(=O)O)c1c(F)cccc1Cl)c1ccc(Cl)cc1 (stereo not given) | i | i | 0.74
O=c1cc(CO)oc(C(Nc2ccccn2)c2ccccc2F)c1O (stereo not given) | i | i | 0.71
CCOc1ccc(NC(=O)C2CC3CCC2C3)cc1 (stereo not given) | i | i | 3.81
COc1cc2c3c(c1)c(N=NC(N)=S)c(O)n3C(C)(C)C=C2C | i | i | -1.07
CCCNC(=O)COC(=O)c1cccnc1Nc1ccccc1F | i | i | -0.07
O=C(NC12CC3CC(CC(C3)C1)C2)C1CCCN1C(=O)Nc1ccccc1 (stereo not given) | i | i | 0.48
COc1ccc(C2CC(=O)N(CC(=O)NCC3CCCO3)c3ccccc3S2)cc1 (stereo not given) | i | i | 0.86
COC(=O)N/N=C/c1cc(Cl)cc(Cl)c1OCc1ccc(F)cc1 | i | i | -0.16
COc1cc2ncnc(N[C@H](C)c3ccccc3)c2cc1OC | i | i | 1.01
COc1ccc(C(=O)NCCc2nc3cc([N+](=O)[O-])ccc3n2C)cc1 | i | i | 2.58
Fc1ccc(CNC(=S)Nc2ccc(OC(F)F)cc2)cc1 | i | i | -0.15
O=C(CSc1nnc(-c2ccc3c(c2)OCCO3)o1)N1CCCC1 | i | i | -2.34
CCCC(=O)Nc1sc2c(c1C#N)CCCCC2 | i | i | 0.17
CC(=O)Nc1ccc(NC(=S)NC(=O)c2oc3ccccc3c2C)cc1 | i | i | -1.47
CCc1ccccc1-n1nnnc1SCC(=O)Nc1ccc(N2CCN(C)CC2)cc1 | i | i | -0.63
Cc1ccc(F)c(NC(=O)CCOc2ccccc2C)c1 | i | i | 1.23
COc1ccc(CCN(C)C(=O)C23CC4CC(CC(Cl)(C4)C2)C3)cc1OC | i | i | -2.74
CCOCCOC(=O)C(C)Oc1ccc(Oc2ncc(Cl)cc2Cl)cc1 (stereo not given) | i | i | -1.7
O=C(N/N=C/c1cccnc1)c1cccc(F)c1 | i | i | 2.14
CCc1cccc(NC(=S)N(CCOC)C(C)c2ccco2)c1 (stereo not given) | i | i | -0.43
COc1ccc(C(=O)CN2C(=O)COc3ccccc32)cc1 | i | i | -0.08
COc1ccc(NCc2nnc(SCC(=O)Nc3cc(C)cc(C)c3)o2)cc1 | i | i | -1.37
COc1cc(-c2cc(OC)c3c(C)oc(C)c3c(=O)c2)ccc1O | i | i | 0.02
CCOC(=O)N1CCN(S(=O)(=O)c2ccc(C(=O)N(CCN(C)C)c3nc4ccc(Cl)cc4s3)cc2)CC1 | i | i | 1.55
Cc1c2cnn(CC(=O)NC3CCCC3)c(=O)c2c(C)n1Cc1ccccc1 | i | i | 0.02
N#C/C(=N\Nc1cccc2ccccc12)c1nnc2n1CCCCC2 | i | i | -0.12

Overlap with the part before: two compounds; new compounds follow.
SMILES | KCNQ2 inh | CHT block | Kir21 block
Cc1c2cnn(CC(=O)NC3CCCC3)c(=O)c2c(C)n1Cc1ccccc1 | i | i | 0.02
N#C/C(=N\Nc1cccc2ccccc12)c1nnc2n1CCCCC2 | i | i | -0.12
O=Cc1c(N2CCOCC2)nc2ccccn2c1=O | i | i | 0.57
OCCC1CN(Cc2cccc(C(F)(F)F)c2)CCN1Cc1ccccc1 (stereo not given) | i | i | -1
CC(C)(C)n1nnnc1C(c1cc2cc3c(cc2[nH]c1=O)OCO3)N1CCN(c2ccccc2)CC1 (stereo not given) | i | i | 0.06
CC(=O)NC(CSC(CC(=O)c1ccco1)c1ccc(C)cc1)C(=O)O (stereo not given) | i | i | 0.27
C/C(=C\CNc1ncnc2nc[nH]c12)CO | i | i | -1.02
O=C(CCCC(=O)N(CC(=O)NC1CCCC1)C1CCCC1)Nc1ccccn1 | i | i | 0.14
OCCNc1nc(Nc2ccc(O)cc2)nc2ccccc12 | i | i | 0.35
CC(C)N1CC(C(=O)Nc2ccc(F)c(Cl)c2)CC1=O (stereo not given) | i | i | -0.79
CCCn1c(N2CCN(C(=O)NCc3ccccc3)CC2)nc2ccccc21 | i | i | 0.54
CCc1c(C)sc(NC(=S)Nc2nc(C)cc(C)n2)c1C(=O)OC | i | i | 0.17
CSCC[C@H](NC(=O)C1CCN(S(=O)(=O)c2ccccc2)CC1)C(=O)NC1CC1 | i | i | 0.59
